TAAR1 antag: human TAAR1 antagonists, primary screen, Fluo-8 calcium fluorescence, CHO RD-HGA16 cells; Trace amine-associated receptor 1 (Homo sapiens), Q96RJ0; antagonist; inhibition, % at 3 µM; 1.5% of 360,000 active; AID 624466, 2012;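 active = inhibition above a per-plate cutoff, the mean inhibition of test compounds on that plate plus 3 SD, cut at about 49% in these data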;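 note: 0% = DMSO plus EC80 beta-PEA response and 100% = DMSO alone without agonist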
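System: CHO RD-HGA16 cells bearing hTAAR1. Reagent: EC80 β-phenethylamine stimulus. Schedule: seeding 17-24 h prior, 75-min 37 °C, 30-min RT dye loading. Signal: Fluo-8 intracellular calcium dye fluorescence, real-time kinetic reads. Read-out: % inhibition from peak post-agonist over basal fluorescence ratio. Benchmarks: vehicle wells and EC80 agonist wells. Replicates: n of 1.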
TAAR1 agonist: human TAAR1 agonists, primary screen, Fluo-8 calcium fluorescence, CHO RD-HGA16 cells. Trace amine-associated receptor 1 (Homo sapiens), Q96RJ0. vehicle wells 0%, saturating PEA agonist 100%. activation, % at 3 µM. 0.99% of 360,000 active;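 active = activation above the mean activation of all test compounds in the run plus 3 SD, cut at about 38% in these data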
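test system = CHO RD-HGA16 cells carrying human TAAR1 plus Gα16 | schedule = 17-24 h seeding, 75 min 37 °C dye, 30 min RT | compound dosing = 3 µM single concentration | control set = DMSO and PEA EC100 | replicates = n 1 | signal = Fluo-8 fluorescence, 5 s baseline then 140 s kinetic read | measure = percent activation vs PEA EC100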
CHO-K1 Ca ag: counter-screen for M1 agonists: effect in parental CHO-K1 cells | activation, % at 3 µM | Fluo-8 calcium fluorescence; scaled to maximal ATP response, vehicle zero | AID 602248, 2012 | 0.48% of 360,000 active; in the data active = activation above about 15%;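 note: untransfected CHO-K1 host cells lacking M1 receptor as counterscreen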
CHO-K1 Ca PAM: nonselective calcium activators in parental CHO-K1 cells, primary screen, counter-screen for M1 PAM project, cell-based, Fluo-8 calcium fluorescence, full deck, 1536-well; ATP EC20; 0% at ATP EC20, 100% at ATP max; activation, % at 3 µM; 0.02% of 360,000 active; AID 602247, 2012;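 active = activation above the run cutoff, the mean activation of all test compounds plus 3 SD, cut at about 40% in these data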;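 note: peak over basal fluorescence ratio in a 140 s read after ATP addition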
CHO-K1 Ca antag: counter-screen for M1 antagonists: effect in parental CHO-K1 cells; 0.6% of 360,000 active; inhibition, % at 3 µM; ATP-induced calcium, Fluo-8 fluorescence;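 active = inhibition above a per-plate cutoff, the plate's mean sample inhibition plus 3 SD, cut at about 24% in these data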;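 note: 0% = DMSO plus EC80 ATP and 100% = DMSO alone without ATP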
V1R ag counter: agonists of human V1a receptor, primary screen, counter-screen for OXTR agonist project, fluorescence, CHO-V1R cells; Vasopressin V1a receptor (Homo sapiens), P37288; Fluo-8 calcium fluorescence, agonist mode; 0% DMSO, 100% 3 nM vasopressin; activation, % at 3 µM; 0.25% of 320,000 active; AID 2797, 2010;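 active = activation above the mean activation of all tested compounds plus 3 SD, per screening run, cut at about 20% in these data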;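 note: signal is peak over basal fluorescence ratio across a 100 second FLIPR read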
Target sequence (P37288 whole entry, looked up): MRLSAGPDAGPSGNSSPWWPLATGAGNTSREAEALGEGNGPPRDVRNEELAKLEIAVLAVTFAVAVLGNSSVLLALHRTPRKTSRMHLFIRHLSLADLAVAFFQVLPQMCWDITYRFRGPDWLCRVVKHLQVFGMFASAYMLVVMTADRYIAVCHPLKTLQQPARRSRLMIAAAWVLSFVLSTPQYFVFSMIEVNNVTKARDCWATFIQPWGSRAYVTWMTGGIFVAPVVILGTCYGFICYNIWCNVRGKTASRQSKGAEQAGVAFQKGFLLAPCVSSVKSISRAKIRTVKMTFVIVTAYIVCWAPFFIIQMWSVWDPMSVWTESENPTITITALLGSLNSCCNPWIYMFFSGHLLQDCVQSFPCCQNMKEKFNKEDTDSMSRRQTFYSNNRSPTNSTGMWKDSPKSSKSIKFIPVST
CHO parental Ca: ATP-evoked calcium signal inhibitors, parental CHO, primary screen, counter-screen for OX1R antagonist project, cell-based, fluorescence, Fluo-8 calcium dye | 0.63% of 330,000 active | AID 463079, 2010 | inhibition, % at 5.6 µM | parental CHO-K1, ATP-induced calcium, Fluo-8 fluorescence;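 active = inhibition above that plate's mean sample inhibition plus 3 SD, cut at about 26% in these data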;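 note: 0% = ATP-challenged DMSO wells and 100% = DMSO wells without ATP; some compounds past the cut are filed as inactive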
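test system = CHO parental line | reagent = ATP stimulus | measured by = intracellular calcium via Fluo-8 no-wash fluorescent dye | control set = ATP and no-ATP DMSO wells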
M1 ag: human M1 muscarinic receptor agonists, primary screen, Fluo-8 calcium fluorescence, CHO-K1 cells, HTS; CHO-K1 hM1, agonist mode; 0% DMSO, 100% acetylcholine EC100; 0.33% of 360,000 active; Muscarinic acetylcholine receptor M1 (Homo sapiens), P11229; activation, % at 3 µM;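 active = activation above the run's mean compound activation plus 3 SD, cut at about 16% in these data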;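 note: peak over basal fluorescence ratio within a 140 s kinetic read after compound addition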
Target sequence (P11229 whole entry, looked up): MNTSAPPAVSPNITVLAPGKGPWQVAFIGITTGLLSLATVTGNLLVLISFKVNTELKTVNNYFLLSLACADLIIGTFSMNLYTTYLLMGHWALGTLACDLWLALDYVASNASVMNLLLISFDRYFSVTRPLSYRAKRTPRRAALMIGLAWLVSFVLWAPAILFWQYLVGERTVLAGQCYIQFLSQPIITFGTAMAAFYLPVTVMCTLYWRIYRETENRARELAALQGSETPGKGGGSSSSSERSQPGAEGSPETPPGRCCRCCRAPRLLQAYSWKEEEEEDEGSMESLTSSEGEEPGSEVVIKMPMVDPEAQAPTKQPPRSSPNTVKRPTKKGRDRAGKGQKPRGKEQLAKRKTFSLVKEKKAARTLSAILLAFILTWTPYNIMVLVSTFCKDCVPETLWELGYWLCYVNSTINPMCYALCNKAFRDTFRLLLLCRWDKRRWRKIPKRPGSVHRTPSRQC
OXTR potentiate: human OXTR potentiators, primary screen, fluorescence, CHO-OTR cells, Fluo-8 calcium; AID 2445, 2010; activation, % at 3 µM; 0.061% of 320,000 active; Fluo-8 calcium fluorescence, potentiator mode; 0% = oxytocin EC15, 100% = EC100;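 active = activation above that plate's cutoff, the mean activation of tested compounds plus 3 SD, cut at about 6.6% in these data, passing the limit was not always enough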;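 note: 100% uses oxytocin at 75 nM as the full agonist control; some results filed as inactive read as strong as hits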
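Material: CHO-OTR cells, human receptor; compound dosing: single dose, 3.0 µM nominal final compound concentration; schedule: 6 min compound pre-incubation at room temperature, 100 s kinetic read; measured by: kinetic Fluo-8 calcium fluorescence; read-out basis: % activation vs EC15 and EC100 oxytocin; controls: EC15 oxytocin alone as 0%, 75 nM oxytocin as 100%; replicates: singlicate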
Active calls of the source: *; · = not tested or not shown. No enrichment for hits. Share with any hit: about 3.3%.

Start of the data: the first 8 entries (preview)
Sequence of screens: CHO-K1 Ca PAM	CHO-K1 Ca ag	CHO-K1 Ca antag	OXTR potentiate	TAAR1 agonist	M1 ag	CHO parental Ca	TAAR1 antag	V1R ag counter
COc1ccccc1Cn1c(C(C)C)nc2ccccc21
 : -12	-0.3	-8	1	4	-6	-15	-42	-0.6
O=C(CN(c1ccccc1F)S(=O)(=O)c1ccccc1)Nc1ccc2c(c1)OCCO2
 : 3	5.0	0	-16	4	-1	0	42	0.9
CC(=O)N[C@@H](Cc1c[nH]c2ccccc12)C(=O)NC1CCCc2ccccc21 (some centres not stated)
 : -5	0.2	4	-5	3	-3	-4	-11	4.0
CCc1ccc(S(=O)(=O)/N=C2\C=C(NS(=O)(=O)c3ccccc3)C(=O)c3ccccc32)cc1
 : -6	-1.5	-1	·	-3	1	·	-11	·
COc1ccc2nc(NC(=O)c3ccc(NC(=O)C4CCCO4)cc3)sc2c1 (configuration not stated)
 : 3	3.2	-13	-13	6	1	-9	0	9.7
CC(C)NC(=O)c1ccc(NC(=O)CC2SC(N3CCCCC3)=NC2=O)cc1 (configuration not stated)
 : 9	0.4	-13	-6	6	-3	-10	-1	0.7
COc1ccc(-c2n[nH]c3c2CN(C(=O)c2ccc(F)cc2)CC3)cc1
 : -8	0.6	-11	-6	2	-2	-20	-15	0.4
O=C(O)c1cccc(NCc2ccncc2)c1
 : ·	·	·	-2	-1	·	-7	-11	-0.3

The listing, from the start:
Sequence of screens: CHO-K1 Ca PAM	CHO-K1 Ca ag	CHO-K1 Ca antag	OXTR potentiate	TAAR1 agonist	M1 ag	CHO parental Ca	TAAR1 antag	V1R ag counter
COc1ccccc1Cn1c(C(C)C)nc2ccccc21
 : -12	-0.3	-8	1	4	-6	-15	-42	-0.6
O=C(CN(c1ccccc1F)S(=O)(=O)c1ccccc1)Nc1ccc2c(c1)OCCO2
 : 3	5.0	0	-16	4	-1	0	42	0.9
CC(=O)N[C@@H](Cc1c[nH]c2ccccc12)C(=O)NC1CCCc2ccccc21 (some centres not stated)
 : -5	0.2	4	-5	3	-3	-4	-11	4.0
CCc1ccc(S(=O)(=O)/N=C2\C=C(NS(=O)(=O)c3ccccc3)C(=O)c3ccccc32)cc1
 : -6	-1.5	-1	·	-3	1	·	-11	·
COc1ccc2nc(NC(=O)c3ccc(NC(=O)C4CCCO4)cc3)sc2c1 (configuration not stated)
 : 3	3.2	-13	-13	6	1	-9	0	9.7
CC(C)NC(=O)c1ccc(NC(=O)CC2SC(N3CCCCC3)=NC2=O)cc1 (configuration not stated)
 : 9	0.4	-13	-6	6	-3	-10	-1	0.7
COc1ccc(-c2n[nH]c3c2CN(C(=O)c2ccc(F)cc2)CC3)cc1
 : -8	0.6	-11	-6	2	-2	-20	-15	0.4
O=C(O)c1cccc(NCc2ccncc2)c1
 : ·	·	·	-2	-1	·	-7	-11	-0.3
COc1ccc(OC)c(Nc2cc(C)nc3ccc(C)cc23)c1
 : 23	1.5	-13	1	-1	-6	-20	-12	1.7
Cc1ccccc1CNC(=O)C(C)Sc1ccccc1 (configuration not stated)
 : -1	0.3	2	·	3	-9	·	-23	·
COc1cc(C)c(C(=O)Oc2cc(C)c(C(=O)O)c(O)c2C)c(O)c1C(=O)O
 : 18	2.5	-2	-4	-1	-1	-11	22	-0.6
NC(=O)C1CCN(C(=O)C2CC(=O)N(c3ccc4c(c3)OCCO4)C2)CC1 (configuration not stated)
 : 15	-0.1	-15	-2	2	0	-8	5	0.3
Cc1ccsc1/C=C1\CCC(C2CCCC2)C1=O (configuration not stated)
 : 2	0.5	-14	-11	5	-2	9	-43	0.2
CCCn1c(=O)c(C(=O)Nc2ncccc2O)c(O)c2ccccc21
 : 3	0.2	-5	·	-1	-3	·	6	·
CCn1c(SCC(=O)N2c3ccccc3Sc3ccccc32)nnc1-c1ccco1
 : 29	1.6	-18	-4	1	-9	-7	14	0.3
CCN(CC)CCC(c1ccc2c(c1)OCO2)c1c(OC)cc(OC)c2c(-c3ccccc3)cc(=O)oc12 (configuration not stated)
 : 14	2.0	-5	-8	23	-3	-3	7	3.7
CCOC(=O)N1CCN(S(=O)(=O)c2ccc(C(=O)Nc3nc4c(s3)CC(C)CC4)cc2)CC1 (configuration not stated)
 : 21	0.6	-16	-1	-4	-4	-9	-15	0.2
Fc1cc2[nH]c(=S)[nH]c2cc1Cl
 : -17	3.6	15	2	10	-3	-13	-4	0.1
O=S1(=O)C[C@@H](N2CC[C@@H](O)C2)[C@H](COCc2ccccc2)N1
 : 30	1.2	-25	·	1	-3	·	-27	·
Nc1ccc(S(=O)(=O)C(F)(F)F)cc1N
 : 3	-0.2	-13	-12	2	-2	-6	-15	0.9
CCOc1ccc(N(CC(=O)NCCc2ccccc2)C(=O)CCC(=O)Nc2cc(C)ccn2)cc1
 : 3	-0.2	-7	0	4	-7	-27	-21	3.6
CCc1ccc(OC(=O)CN2C(=O)c3ccccc3C2=O)cc1
 : 13	0.9	-11	1	-2	-4	5	8	0.2
O=C1C=C(c2ccc3ncccc3c2)C[C@@H](c2ccc(Cl)cc2)C1
 : 16	2.3	-18	-5	5	-5	-37	26	0.6
O=C(O)c1cccc2c1/C(=N/Nc1ccc([N+](=O)[O-])cc1[N+](=O)[O-])c1ccccc1-2
 : -4	2.1	-4	0	·	-1	11	·	0.3
CC(C)(C)OC(=O)NCCc1nnc(SCC(=O)Nc2cccc(Cl)c2)o1
 : 21	6.0	-12	-9	17	-1	-8	6	10
COc1ccccc1-n1cc2c([N+](=O)[O-])cc([N+](=O)[O-])cc2n1
 : 6	1.5	-1	-3	-2	-4	-7	-18	0.5
CCCNC(=O)Cn1c2ccccc2c2nc(=O)cc(C)n21
 : 15	0.9	4	-2	0	-3	-11	-19	0.4
O=C(Nc1cc(Cl)ccc1Cl)C1CC(=O)N(c2ccccc2)C1 (configuration not stated)
 : -6	1.6	4	-14	1	-4	4	3	-0.3
COc1cc2c(-c3ccccc3O)nc3c(c(C)nn3-c3ccccc3)c2cc1OC
 : 6	0.1	0	-2	1	-3	-3	11	0.8
Cc1cn([C@H]2C[C@H](O)[C@@H](CNCc3cc(Br)ccc3OCc3ccccc3)O2)c(=O)[nH]c1=O
 : 18	1.1	-10	·	1	-8	·	0	·
Cc1ccc(C)c(NC(=O)Cc2nc(CCl)cs2)c1
 : 10	-0.6	1	-6	-2	-4	-4	2	-0.1
CC(Oc1ccc(NC(=O)c2ccco2)cc1)C(=O)N1c2ccccc2CC1C (configuration not stated)
 : 4	0.9	-7	-13	1	-2	-12	-11	1.6
O=[N+]([O-])c1cccc(-n2nnnc2CN2CCCCCC2)c1
 : -1	0.1	3	-6	5	-5	-12	4	-0.5
CCOc1ccc(N2CC(C(=O)Nc3cccnc3)CC2=O)cc1 (configuration not stated)
 : -21	0.2	9	4	0	-2	-6	-4	0.8
CCNC(=O)NC(=O)C(C)OC(=O)c1cccnc1SC (configuration not stated)
 : -4	-0.4	1	-8	0	-2	-14	-3	-0.3
N#CCCN(C(=O)COC(=O)Cc1ccc(Br)cc1)c1ccccc1
 : 8	2.6	-17	-12	3	-6	-7	24	1.2
CCOc1ccc(OCC)c(NC(=O)C(NS(=O)(=O)c2ccc3c(c2)oc(=O)n3C)C(C)C)c1 (configuration not stated)
 : 10	-0.7	-14	-2	-1	-6	-22	-7	-1.5
Cc1ccc(S(=O)(=O)NCc2ccc(C(=O)NCCN(Cc3ccccc3)C(C)C)cc2)cc1
 : 8	5.6	-6	-14	7	-6	-10	-14	4.9
COc1cc(OC)cc(C(=O)Nc2ccc(S(=O)(=O)Nc3ncccn3)cc2)c1
 : 23	-0.2	-6	-3	3	-5	-6	-18	0.0
CCCCCCSc1ccc([C@H]2N[C@@](CC(C)C)(C(=O)OC)[C@H]3C(=O)N(C)C(=O)[C@@H]23)cc1OC
 : 21	1.0	-31	-5	0	-3	-23	1	1.4
CCN(CC)c1ccc2cc(S(=O)(=O)c3ccc(Cl)cc3)c(=O)oc2c1
 : 26	1.7	-19	0	25	12	-7	6	1.4
Cc1ccc(OS(=O)(=O)c2ccccc2)c(/C=N/N=C2\NC(=O)C(C)S2)c1 (configuration not stated)
 : -2	0.1	-6	-6	16	-3	-16	-7	-0.1
CCc1cc(C(=O)N/N=C/c2ccc(OC)cc2)c2ccccc2n1
 : 10	0.0	1	-2	-3	0	-18	9	2.3
CCNC(=O)C1(C)CCN(C(=O)c2ccc3c(c2)OCO3)C1 (configuration not stated)
 : -11	0.1	7	·	1	-4	·	-19	·
Cc1cc(C)n(CCC(=O)N2CCCC(N3CCN(c4cccc(Cl)c4)CC3)C2)n1 (configuration not stated)
 : -7	0.9	-5	-3	2	-4	-5	-39	5.0
Cc1cccc(Nc2nnc(SCC(=O)c3c(N)n(C4CC4)c(=O)[nH]c3=O)s2)c1C
 : 5	2.7	-14	-3	5	-5	-17	16	-0.1
CC(=O)Nc1nnc(SCC(=O)c2ccc(F)cc2)s1
 : 23	1.0	-6	1	-1	3	-17	24	0.2
CC(=O)/C(=N\Nc1ccccc1)Oc1ccc(Br)cc1
 : 1	2.1	-6	1	-2	-4	-8	-31	-1.2
CC(C)CCN1CCC(CN2CCNC(=O)C2=O)CC1
 : -8	0.0	5	·	0	-8	·	-11	·
O=C(COC(=O)c1ccc(Cl)c(S(=O)(=O)N2CCCCC2)c1)NC1CCCCC1
 : 13	0.2	-5	·	1	-2	·	1	·
Cc1cccn2cc(CCNC(=O)c3cccs3)nc12
 : 13	0.8	-5	4	0	-6	-23	16	0.5
N#CC1=C(N)N2C(=C(C#N)C1c1cccc(Br)c1)Nc1ccccc12 (configuration not stated)
 : 13	4.0	-6	-9	13	-1	-16	31	5.4

Compound activity from PubChem.
